# bIAP inhibitor – bovine intestinal alkaline phosphatase inhibitors, primary screen, selectivity assay for TNAP inhibitor project, biochemical, bovine IAP, CDP-star luminescence | inhibition, % at 20 µM | alkaline phosphatase, intestinal [Bos taurus] | purified bovine IAP, 30 min | 190,000 tested, under 10 active;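 active = over 50% inhibition of intestinal alkaline phosphatase at 20 µM in the single-dose screen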
#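 System: purified bovine intestinal alkaline phosphatase (IAP) enzyme; Input: IAP diluted 1/65,000,000 in the well; Measured by: CDP-star luminescence signal; Compound dosing: 20 µM single dose; Incubation: 30 min reaction at room temperature.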
# PPARg SRC1 recr – PPARgamma agonists recruiting SRC-1 coactivator, primary screen, biochemical; Peroxisome proliferator-activated receptor gamma (Homo sapiens), P37231; PPARgamma-SRC-1 coactivator recruitment biochemical assay; activation, % at 8 µM; 0.41% of 200,000 active; AID 631, 2007; in the data active = activation above about 19%;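 note: 0% = DMSO and 100% = reference agonist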
# PPARg SRC2 recr – agonists of PPARg-SRC-2 recruitment, primary screen, biochemical, HTS | PPARgamma LBD-SRC-2 recruitment | 0.34% of 200,000 active | activation, % at 8 µM | Peroxisome proliferator-activated receptor gamma (Homo sapiens), P37231 | AID 1032, 2008; in the data active = activation above about 22%;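 note: 0% = vehicle and 100% = reference agonist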
# TLR4-MyD88 BLA – inhibitors of TLR4-MyD88 association in cells, primary screen, cell-based, HeLa CL3-4, BLA complementation, FRET ratio | Toll-like receptor 4 (Homo sapiens) + Myeloid differentiation primary response protein … | HeLa CL3-4 TLR4/MyD88 BLA complementation | inhibition, % at 8.4 µM | 0.18% of 200,000 active; in the data active = inhibition above about 25%;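 note: 0% = vehicle and 100% = reference inhibitor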
# L major viab – Leishmania major promastigote growth inhibition, primary screen. AID 1063, 2008. Leishmania major promastigotes, resazurin fluorescence viability. inhibition, % at 10 µM. 9% of 200,000 active; in the data active = inhibition above about 50%;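 note: promastigotes grown with compound for 44 hours at 28 °C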
# DTT redox prof – compounds producing H2O2 with reducing agent – biochemical, NIH compound library profiling, artefact control for MLSCN library redox annotation, primary screen. DTT-dependent redox cycling H2O2, phenol red/HRP absorbance; 100% = 100 µM peroxide control, 0% = buffer. activation, % at 10 µM. 0.03% of 200,000 active. AID 878, 2007;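 active = activation of at least 50% relative to the plate's high and low controls in the primary single-dose screen; inactive = activation below 50%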;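 note: compound incubated with DTT at 0.8 mM final as the reducing agent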
# SRC2 TRFRET art – TR-FRET signal artefacts, primary screen, artefact control for PPARgamma SRC-2 agonist project, biochemical. TR-FRET artefact counter-screen; hits give high values. TR-FRET ratio at 8 µM. 0.4% of 200,000 active. AID 1049, 2008; in the data active = TR-FRET ratio above about 2000; note: inactives centre near 1500
# S1P3 antagonist – S1P3 receptor antagonists, primary screen, cell-based. Sphingosine 1-phosphate receptor 3 (Homo sapiens), Q99500. CHO S1P3 NFAT-BLA reporter, FRET fluorescence, antagonist mode. inhibition, % at 4.98 µM. 0.27% of 170,000 active. AID 485, 2006;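 active = inhibition above the plate cutoff, the mean inhibition of test wells on that plate plus 3 SD, cut at about 28% in these data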;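 note: cells challenged with S1P at its EC80 of 0.8 µM; blue over green emission ratio from cleaved BLA substrate after 4 h stimulation; 0% = S1P-stimulated wells and 100% = unstimulated DMSO-only wells; some compounds past the cut are filed as inactive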
# Target sequence (Q99500 whole entry, looked up): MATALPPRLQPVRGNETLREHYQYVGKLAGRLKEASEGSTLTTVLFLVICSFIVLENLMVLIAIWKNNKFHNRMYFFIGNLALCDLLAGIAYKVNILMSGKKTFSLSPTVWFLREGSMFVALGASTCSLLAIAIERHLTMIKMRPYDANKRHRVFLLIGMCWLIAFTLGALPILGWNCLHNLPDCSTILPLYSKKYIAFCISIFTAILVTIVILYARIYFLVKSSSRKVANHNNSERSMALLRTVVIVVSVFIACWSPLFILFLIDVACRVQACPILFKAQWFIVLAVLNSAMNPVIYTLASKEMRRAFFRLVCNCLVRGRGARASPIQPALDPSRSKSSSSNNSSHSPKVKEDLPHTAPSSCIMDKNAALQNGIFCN
# ROMK mod – ROMK potassium channel modulators, primary screen, cell-based, thallium flux, MLSMR library; ATP-sensitive inward rectifier potassium channel 1 (Homo sapiens), P48048; Tet-inducible ROMK, thallium flux fluorescence; actives lie on both sides; B-score at 10 µM; 2% of 130,000 active;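 active = signal ratio slope over the read window, or its plate-corrected B-score, at least 3 SD from the plate mean, either direction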;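 note: B-score of the F/F0 ratio slope over 7 to 12 s after thallium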
# Target sequence (P48048 whole entry, looked up): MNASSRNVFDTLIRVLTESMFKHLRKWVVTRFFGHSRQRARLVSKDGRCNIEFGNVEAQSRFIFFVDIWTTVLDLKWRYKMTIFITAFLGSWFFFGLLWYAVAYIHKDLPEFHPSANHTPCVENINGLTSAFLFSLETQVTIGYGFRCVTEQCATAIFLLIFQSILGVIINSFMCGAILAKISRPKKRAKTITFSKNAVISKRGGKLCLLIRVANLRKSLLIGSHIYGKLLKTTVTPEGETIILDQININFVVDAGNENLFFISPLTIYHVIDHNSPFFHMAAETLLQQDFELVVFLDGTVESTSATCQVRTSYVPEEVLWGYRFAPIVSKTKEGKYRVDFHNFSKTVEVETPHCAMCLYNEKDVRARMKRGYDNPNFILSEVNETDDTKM
# bIAP activator – bovine intestinal alkaline phosphatase activators, primary screen, biochemical, bovine IAP, CDP-star luminescence. alkaline phosphatase, intestinal [Bos taurus]. purified bovine IAP, 30 min; hits give high values; fold of DMSO-control signal, blank-subtracted. activation factor at 20 µM. AID 1016, 2008. 0.17% of 200,000 active;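 active = activation factor of 2 or more at 20 µM, a signal rise over negative controls twice the positive control's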
# PPARg SRC3 recr – PPARgamma agonists recruiting SRC-3 coactivator, primary screen, biochemical; biochemical PPARgamma/SRC-3 coactivator recruitment assay; activation, % at 8 µM; 0.26% of 200,000 active; AID 731, 2007; in the data active = activation above about 23%;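 note: 0% = DMSO and 100% = reference agonist; some compounds past the cut are filed as inactive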
# The depositor's hits bear a star; / = no result given.
SMILES,bIAP inhibitor,PPARg SRC1 recr,PPARg SRC2 recr,TLR4-MyD88 BLA,L major viab,DTT redox prof,SRC2 TRFRET art,S1P3 antagonist,ROMK mod,bIAP activator,PPARg SRC3 recr
Cc1ccc(C(=O)Nc2nc3c(s2)CCCC3)o1,2.2,-1.6,4.7,4.9,25.1,0.0,1431,7.0,0.768,1,-2.1
[O-][n+]1c2ccc3nonc3c2nn1-c1ccccc1Cl,8.2,-4.0,-1.8,-0.5,-8.2,-0.7,1348,21.0,0.0225,0.9,-2.7
COc1cc(-c2cc(C(=O)Nc3c(Cl)cc(Cl)cc3Cl)c3ccccc3n2)cc(OC)c1OC,6.7,0.9,11.1,-4.1,81.3*,/,1589,-6.9,-0.269,0.9,1.5
CC(C)=CCCC(C)CN(C)CCc1ccccn1 (stereo not drawn),-10.4,1.2,1.0,6.6,82.9*,-2.4,1538,13.0,/,1.1,-6.4
COc1ccccc1NC=C1C(=O)OC2(CCCCC2)OC1=O,-4.7,-1.5,1.1,-7.7,-4.6,2.4,1724,-46.8,/,1,-1.8
CC(C)CCCC(C)NS(=O)(=O)Cc1ccccc1 (stereo not drawn),17.4,2.6,11.1,8.1,15.2,-0.1,1481,/,/,0.8,2.2
Cc1nn(Cc2c(F)c(F)c(F)c(F)c2F)c(C)c1NC(=O)c1c([N+](=O)[O-])c(C)nn1C,6.3,3.8,1.3,-14.7,-4.2,0.0,1525,/,-1.7,0.9,-4.2
CCOc1ccc(C(C)=O)cc1COC(=O)C1=COCCO1,4.4,-4.5,2.1,-9.4,-1.3,2.2,1581,15.2,/,1,-13.1
Cc1ccc(-n2nnnc2-c2ccco2)cc1,5.8,4.8,1.9,-2.2,-3.4,0.3,1588,/,0.0843,0.9,6.2
COCCNC(=O)C(=O)N/N=C/c1ccccc1C(F)(F)F,10.2,6.4,5.1,-2.6,-4.7,1.4,1559,/,0.316,0.9,-0.6
O=C(Nc1ccccc1O)c1cc(S(=O)(=O)N2CCOCC2)c(Cl)cc1Cl,3.1,8.6,3.5,2.0,2.6,10.0,1495,-4.8,/,1,6.3
CCOC(=O)c1ccc(NC(=O)CSc2nnc(-c3cccs3)n2C)cc1,13.9,6.4,11.0,7.8,-2.9,0.3,1606,27.0,-0.357,0.9,5.3
COCCCNC(=O)C(Cc1ccccc1)NS(=O)(=O)c1ccc2c(c1)c(=O)n(C)c(=O)n2C (stereo not drawn),-0.4,3.8,-6.4,3.4,-5.2,0.3,1469,8.0,1.05,1,-1.1
O=C(Cn1cnc2ccccc21)Nc1cccc([N+](=O)[O-])c1,-5.0,-7.9,-1.1,13.0,-2.5,-0.5,1467,-0.8,-0.0648,1.1,-0.5
COc1ccc(C(=O)N/N=C/c2ccc(OC)c(CN3CCCc4ccccc43)c2)cc1,-1.5,0.6,10.6,8.3,38.6,0.0,1690,8.9,-0.318,1,2.3
O=C(Nc1cccnc1Cl)c1noc2c1CCc1ccccc1-2,0.6,3.7,5.1,-14.5,0.5,-0.2,1579,-6.1,0.651,1,4.4
COc1cc(CC(=O)Nc2ccc(N3CCOCC3)cc2)cc(OC)c1OC,3.9,1.4,-4.6,3.5,-7.2,0.2,1712,-6.3,0.593,1,5.5
COc1cccc(-c2nnc(NC(=O)c3cccs3)s2)c1,-18.9,8.1,7.3,-6.3,-6.2,-0.7,1679,-6.9,/,1.2,3.6
O=C(COc1ccc(Oc2ccccc2)cc1)NCc1cn2ccccc2n1,-9.7,0.2,-3.9,-8.3,3.1,-1.2,1736,10.0,2.88*,1.1,-1.4
Cc1nn(CC2CC2)c(=O)n1-c1cccc(Cl)c1,1.2,4.8,2.2,0.7,0.8,-2.1,1637,-5.1,1.31,1,2.9
CCc1cccc(CC)c1NC(=O)C1SC(=Nc2ccccc2C)C(c2nc3ccccc3s2)=C1N (stereo not drawn),0.5,4.9,7.4,-5.2,-9.1,0.1,1703,/,0.366,1,13.2
CN(C)S(=O)(=O)N1CCN(c2ccc([N+](=O)[O-])cc2)CC1,-5.9,10.6,9.8,-14.2,-7.9,-0.5,1711,0.0,-1.64,1.1,5.0
COc1cc(/C=C2\C(=O)N(C)C(=S)N2C)ccc1O,-29.8,7.1,7.9,9.5,0.3,-0.5,1695,-4.3,-2.01,1.3,1.3
CC(=O)NC1(c2ccc(F)cc2)CCN(C(=O)Nc2ccc(F)cc2F)CC1,-1.7,1.7,-5.7,-7.7,3.2,1.7,1535,/,/,1,6.0
CCC(C)n1c(SCC(=O)Nc2cc(C(C)(C)C)nn2-c2ccccc2)nc2ccccc2c1=O (stereo not drawn),5.5,-0.4,4.5,-1.0,42.4,-0.1,1340,0.4,0.369,0.9,1.0
CC1CCN(S(=O)(=O)c2ccc(C(=O)NNC(=O)C3CC3)cc2)CC1,-18.7,-4.9,-5.1,1.2,3.3,-1.1,1537,-6.7,0.657,1.2,-0.6
O=C(COC(=O)C1=Cc2ccccc2OC1)NCc1ccco1,5.9,4.5,4.6,7.8,-8.6,-1.2,1520,-3.8,-0.124,0.9,1.4
CCCNC(=O)COC(=O)c1cc2c(=O)n3ccccc3nc2s1,2.7,-4.3,3.6,3.6,10.6,-0.2,1493,-22.7,1.16,1,-7.9
COc1ccc(CN(C(=O)c2nsc(Cl)c2Cl)C(C(=O)NC2CCCCC2)c2ccc(OC)cc2)cc1 (stereo not drawn),-0.2,1.4,-0.6,-12.3,44.9,1.6,1388,/,/,1,-2.9
O=C(/C=C/c1ccccn1)c1ccc(Br)cc1O,11.8,11.2,3.8,-3.1,42.0,0.2,1756,4.9,/,0.9,3.5
CCc1ccc(C(=O)CN2C(=O)NC(C)(c3ccc(C)cc3)C2=O)cc1 (stereo not drawn),14.6,19.3,4.1,-13.7,-2.0,-0.6,1667,-12.8,-0.148,0.9,7.2
NS(=O)(=O)c1ccc(CCNCc2cccs2)cc1,-16.4,-1.6,10.8,-2.9,-1.7,0.9,1777,9.6,0.598,1.2,1.1
O=C1CC(=O)N(CCc2ccccc2)C(=O)N1CCc1ccccc1,13.8,2.6,3.9,-2.1,-4.5,1.9,1383,/,0.364,0.9,5.2
O=C(NCCCN1CCOCC1)C1COc2ccccc2O1 (stereo not drawn),13.5,3.8,-1.6,-5.4,42.7,0.9,1506,/,/,0.9,5.8
CCc1nn(CCCC(=O)N2CCc3ccccc3C2)c(=O)c2cc3occc3n12,-8.2,-3.1,3.0,8.9,-4.2,-0.4,1603,6.1,0.872,1.1,-1.7
CC(C)CCNC(=O)CCc1nnc(Cc2c[nH]c3ccccc23)o1,7.0,11.0,9.3,3.4,-3.7,-1.4,1741,9.6,-0.248,0.9,1.5
CC(C)(C)n1nnnc1CN1CCC(NC(=O)NC2CCCCC2)CC1,-3.6,-2.3,5.3,2.8,-0.3,0.3,1658,-33.4,/,1,13.4
O=C(c1ccc(CSc2ccc(Cl)cc2)cc1)N1CCCC1,-12.3,6.0,-0.6,0.9,8.2,0.0,1633,-17.3,-0.0385,1.1,-1.7
Cc1ccc(O)c(NC(=O)C2CC(c3ccc(F)cc3)=NO2)c1 (stereo not drawn),7.4,7.0,-6.3,4.0,-5.8,0.8,1639,-0.6,-0.288,0.9,-5.9
CC/C(O)=C1\C(=O)CC(c2ccccc2)CC1=NCCC(=O)O (stereo not drawn),7.6,4.7,2.8,6.7,-5.8,-0.2,1625,0.6,/,0.9,-0.2
OC(CNC1CCCc2ccccc21)COc1c(Cl)cccc1Cl (stereo not drawn),-3.7,-4.4,3.7,-5.1,93.3*,0.0,1569,-0.5,/,1,0.8
O=C(CN1CCN(c2ncccn2)CC1)NCc1ccc2c(c1)OCO2,-12.1,2.8,-0.9,-5.8,-3.6,-0.1,1518,-7.2,0.0137,1.1,-0.2
O=C(O)/C=C/c1cn(Cc2ccccc2)nc1-c1ccccc1,3.0,6.9,6.0,4.2,-9.4,2.0,1563,/,/,1,-0.2

# Nothing new here: 9 of the compounds above.
SMILES,bIAP inhibitor,PPARg SRC1 recr,PPARg SRC2 recr,TLR4-MyD88 BLA,L major viab,DTT redox prof,SRC2 TRFRET art,S1P3 antagonist,ROMK mod,bIAP activator,PPARg SRC3 recr
CCc1nn(CCCC(=O)N2CCc3ccccc3C2)c(=O)c2cc3occc3n12,-8.2,-3.1,3.0,8.9,-4.2,-0.4,1603,6.1,0.872,1.1,-1.7
CC(C)CCNC(=O)CCc1nnc(Cc2c[nH]c3ccccc23)o1,7.0,11.0,9.3,3.4,-3.7,-1.4,1741,9.6,-0.248,0.9,1.5
CC(C)(C)n1nnnc1CN1CCC(NC(=O)NC2CCCCC2)CC1,-3.6,-2.3,5.3,2.8,-0.3,0.3,1658,-33.4,/,1,13.4
O=C(c1ccc(CSc2ccc(Cl)cc2)cc1)N1CCCC1,-12.3,6.0,-0.6,0.9,8.2,0.0,1633,-17.3,-0.0385,1.1,-1.7
Cc1ccc(O)c(NC(=O)C2CC(c3ccc(F)cc3)=NO2)c1 (stereo not drawn),7.4,7.0,-6.3,4.0,-5.8,0.8,1639,-0.6,-0.288,0.9,-5.9
CC/C(O)=C1\C(=O)CC(c2ccccc2)CC1=NCCC(=O)O (stereo not drawn),7.6,4.7,2.8,6.7,-5.8,-0.2,1625,0.6,/,0.9,-0.2
OC(CNC1CCCc2ccccc21)COc1c(Cl)cccc1Cl (stereo not drawn),-3.7,-4.4,3.7,-5.1,93.3*,0.0,1569,-0.5,/,1,0.8
O=C(CN1CCN(c2ncccn2)CC1)NCc1ccc2c(c1)OCO2,-12.1,2.8,-0.9,-5.8,-3.6,-0.1,1518,-7.2,0.0137,1.1,-0.2
O=C(O)/C=C/c1cn(Cc2ccccc2)nc1-c1ccccc1,3.0,6.9,6.0,4.2,-9.4,2.0,1563,/,/,1,-0.2
